FXN GAA850 act – increases GAA850 frataxin promoter reporter activity | HEK293 lucGAA850 FXN promoter luciferase reporter, 24 h; percent of 10 µM SAHA response | 360,000 compounds, 0.56% hits | activation, % at 6 µM;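 active = activation above the average of all compounds screened plus 3 SD, cutoff fixed separately per campaign, cut at about 7.5% in these data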;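 also: 0% = DMSO wells and 100% = 10 µM SAHA wells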
ADAM10 inh – inhibits human ADAM10. O14672. recombinant ADAM10, EDANS/DABCYL FRET peptide cleavage, 3 h. inhibition, % at 7 µM. 370,000 compounds, 0.62% hits. AID 720582;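 active = inhibition above a per-campaign cutoff equal to the mean of compounds falling between control-based bounds plus 3 SD, cut at about 20% in these data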;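 also: 0% = DMSO wells while the 100% control is not disclosed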
rCAG RNA binder – binds r(CAG) RNA repeats. r(CAG) RNA repeat, TO-PRO-1 dye displacement fluorescence. inhibition, % at 3 µM. 370,000 compounds, 1.3% hits;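 active = inhibition above the plate cutoff, the mean of all test compounds on that plate plus 3 SD, cut at about 35% in these data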;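 also: 0% = DMSO alone and 100% = 100 µM mitoxantrone as full dye displacement; higher means more dye released from RNA so lower well fluorescence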
NPR1 activator – GC-A (human) enzyme activation. P16066. HEK293 GC-A cells, cGMP TR-FRET, EC30 ANP; 0% at EC30 ANP, 100% saturating ANP. activation, % at 10 µM. 370,000 compounds, 0.14% hits. AID 1671463; in the data active = activation above about 40%
NPR2 activator – GC-B (human) receptor activation | P20594 | HEK293-GC-B cells, CNP EC30, cGMP TR-FRET; 0% at EC30 CNP, 100% saturating CNP | activation, % at 10 µM | 370,000 compounds, 0.11% hits;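 active = activation at 10 µM reaching about 35% in either raw or pattern-adjusted values, limit read from the data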
ASAP1 inh – blocks human ASAP1-stimulated Arf1 GTP hydrolysis | GDP FP detection | inhibition, % at 16.5 µM | 360,000 compounds, 0.19% hits | AID 624377; in the data active = inhibition above about 25%;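 also: 0% = vehicle with enzyme and substrate and 100% = no enzyme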
sPLA2-III inh – Blocks human group III sPLA2 activity | Q9NZ20 | 370,000 compounds, 0.56% hits | QFRET BODIPY PC-A2 liposome hydrolysis, fluorescence | inhibition, % at 12.2 µM;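 active = inhibition above mean plus 3 SD of compounds lying within the high and low control bounds, cut at about 19% in these data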;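 also: 0% = median of test compound wells and 100% = no enzyme DMSO wells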
Target sequence (Q9NZ20 whole entry, looked up): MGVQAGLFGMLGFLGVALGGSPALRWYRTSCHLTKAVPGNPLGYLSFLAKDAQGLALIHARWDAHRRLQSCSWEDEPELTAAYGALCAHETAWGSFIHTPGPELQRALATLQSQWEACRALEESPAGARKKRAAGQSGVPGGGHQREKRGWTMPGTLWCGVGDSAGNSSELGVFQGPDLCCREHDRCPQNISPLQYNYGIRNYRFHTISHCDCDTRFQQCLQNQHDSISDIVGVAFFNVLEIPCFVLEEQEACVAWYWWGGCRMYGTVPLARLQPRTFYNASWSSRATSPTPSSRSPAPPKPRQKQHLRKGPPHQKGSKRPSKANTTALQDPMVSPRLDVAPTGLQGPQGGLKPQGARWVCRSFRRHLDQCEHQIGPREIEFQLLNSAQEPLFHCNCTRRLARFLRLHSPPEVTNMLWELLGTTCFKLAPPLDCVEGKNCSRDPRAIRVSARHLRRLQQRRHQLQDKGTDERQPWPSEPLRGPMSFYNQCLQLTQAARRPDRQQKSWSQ
KLK7 zymogen act – activates the human kallikrein-7 zymogen. P49862. AID 652039. 370,000 compounds, 0.9% hits. purified proKLK7, EDANS-DABCYL substrate fluorescence; 100% is mature enzyme control, 0% vehicle. activation, % at 7 µM;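 active = activation above the mean of all tested compounds plus 3 SD, computed per campaign excluding outliers beyond control limits, cut at about 13% in these data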
Target sequence (P49862 whole entry, looked up): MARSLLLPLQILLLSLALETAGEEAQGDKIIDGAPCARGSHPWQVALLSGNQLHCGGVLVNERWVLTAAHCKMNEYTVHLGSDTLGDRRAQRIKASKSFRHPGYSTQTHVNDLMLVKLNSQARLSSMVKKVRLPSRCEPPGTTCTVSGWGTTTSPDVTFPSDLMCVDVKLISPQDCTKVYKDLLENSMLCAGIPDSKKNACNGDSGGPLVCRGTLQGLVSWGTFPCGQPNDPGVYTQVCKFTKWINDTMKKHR
DDE Tn6 FP inh – disrupts Tn6 cyclic peptide binding to fibrin D-Dimer-E complex; P02675; Fibrin DD(E) TRITC-Tn6 fluorescence polarization displacement; inhibition, % at 8.3 µM; 370,000 compounds, 0.21% hits;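 active = inhibition above a per-campaign cutoff: mean of compounds within control limits plus 3 SD, cut at about 15% in these data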;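 also: 0% = median of all compound wells on the plate and 100% = blocking peptide control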
ARFGAP1 inh – inhibits rat ARF GTPase activating protein 1 | Q62848 | inhibition, % at 16.5 µM | 360,000 compounds, 0.26% hits | Arfgap1-stimulated ARF1 GTP hydrolysis, GDP FP detection | AID 651572;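 active = inhibition above a per-plate limit, mean inhibition of low control wells plus 3 SD, cut at about 25% in these data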;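 also: 0% = DMSO wells with enzyme and 100% = wells lacking Arfgap1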
Target sequence (Q62848 1-136 limits assumed): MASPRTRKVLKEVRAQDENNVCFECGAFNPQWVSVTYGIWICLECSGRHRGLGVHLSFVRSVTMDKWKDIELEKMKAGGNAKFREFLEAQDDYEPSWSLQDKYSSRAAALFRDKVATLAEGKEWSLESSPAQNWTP
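Replicates: Single well per compound | Assay system: Truncated rat Arfgap1 GAP domain | Control set: No-Arfgap1 wells (100%) versus DMSO full-reaction wells (0%) | Times: Enzyme reaction 120 min at 25 °C after 20 min preincubation | Reagent: Human ARF1(Δ1-17)-GTP substrate | Measured by: Tracer-displacement fluorescence polarization with EDTA stop, 620/688 nm | Measure: Percent inhibition of Arfgap1-stimulated GTP hydrolysis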
* hit, by the source's call; i = inactive; · = not tested or not shown.

SMILES	FXN GAA850 act	ADAM10 inh	rCAG RNA binder	NPR1 activator	NPR2 activator	ASAP1 inh	sPLA2-III inh	KLK7 zymogen act	DDE Tn6 FP inh	ARFGAP1 inh
CCCC(=O)NCc1ccncc1	·	3	-1	-2	-1	9	1	-0.2	3	10
COc1cccc2c1OCC/C2=N\NC(=O)COc1ccccc1C	1.4	-97	-1	3	2	-7	6	2.3	3	-11
COc1ccccc1OCC(=O)NC1CCCc2ccccc21 (configuration not stated)	1.7	2	-1	-5	1	13	-6	0.5	7	12
O=C(CNC(c1ccccc1)c1ccccc1)Nc1ccc(F)cc1	-0.7	10	-3	0	-1	3	-3	-0.1	-1	9
COc1ccc(Br)cc1C(=O)NC(=S)Nc1cc(-c2nc3ccccc3[nH]2)ccc1C	2.4	-15	23	-2	2	13	12	-0.6	3	18
CC(OC(=O)c1cc(=O)c2ccccc2o1)C(=O)c1ccccc1 (configuration not stated)	-0.6	-9	-1	2	-6	-8	12	0.1	2	-6
CN(C)C(=O)c1cc(C(=O)c2ccc(F)cc2Cl)c[nH]1	3.4	4	3	1	-2	0	-2	0.5	-8	-19
O=C(COC(=O)c1ccc(F)cc1F)Nc1ccc2[nH]c(=O)[nH]c2c1	2.5	-6	0	1	-9	9	1	-0.1	-13	-8
COCc1ccc(C(=O)N2CCCC(C(=O)c3ccc(SC)cc3)C2)s1 (configuration not stated)	3.2	-7	-6	-1	-5	0	-1	0.6	3	1
CCOC(=O)[C@]12CCCC=C1N(CCC1=CCCCC1)C(=O)[C@H](CC(=O)N1CCCC1)C2	·	-1	0	3	6	6	-2	0.8	-3	5
Cc1ccc(-c2nc3ccc(Br)cn3c2CC(C)(C)C)cc1	3.5	2	3	4	-15	3	0	1.4	3	-16
CCOC(=O)c1ccccc1-n1nnnc1C	1.6	14	4	-3	3	-8	2	0.8	-3	-3
Cc1ccsc1/C=N/NC(=O)c1nnn(-c2nonc2N)c1CSc1ccccc1	0.4	-5	1	-4	-8	4	-3	0.1	-3	2
Cn1c(=O)c2c(nc(NCCc3ccccc3)n2Cc2ccccc2)n(C)c1=O	-2.3	3	-6	7	8	2	1	0.3	-5	-7
COc1ccc(OC)c(C(C)NC(=O)C(C)n2cc([N+](=O)[O-])cn2)c1 (configuration not stated)	-0.9	-11	-1	-2	-3	-1	4	-0.4	-2	6
COc1ccc(CNC(=O)C2CCN(S(=O)(=O)c3ccc4c(c3)C(C)(C)C(=O)N4C)CC2)cc1	1.9	-15	6	-3	3	-2	7	-0.3	-1	-1
CCCCOc1ccc(S(=O)(=O)NC(=O)C2(C)CCN2C(=O)c2c(C)noc2C)cc1 (configuration not stated)	0.2	4	9	4	0	-11	-3	-0.4	3	4
Cc1cc2nc(C3CCCCC3)c(Cc3ccccc3)n2c(C)c1Br	·	-12	1	-4	-6	4	5	-0.4	0	15
O=S(=O)(Nc1ccc2ccccc2n1)c1ccccc1Cl	0.4	-185	4	3	-1	15	-8	3.5	0	-2
Cc1no[n+]([O-])c1COc1ccccc1/C=C1\NC(=S)NC1=O	1.0	2	12	3	-5	-11	-11	0.2	0	-10
COc1ccc(-c2nc(N)ncc2-c2csc(C)n2)c(O)c1OC	2.8	-9	2	1	-7	-2	-1	-0.5	-4	-15
CN(NC(=O)c1ccccc1F)c1ccc([N+](=O)[O-])cn1	1.4	-4	-2	1	-1	-3	0	0.0	-2	1
CCOC(=O)c1nc(Nc2ccc(Nc3ccccc3)cc2)c2ccccc2n1	1.2	15	5	-12	3	-1	-18	0.2	5	-3
COc1ccc(C(=O)Nc2cc(C)nn2-c2nc3ccccc3[nH]2)c(OC)c1	0.3	2	12	14	2	-8	-3	-2.2	-5	2

In another format: results already given
CCOC(=O)c1nc(Nc2ccc(Nc3ccccc3)cc2)c2ccccc2n1
  FXN GAA850 act = 1.2	ADAM10 inh = 15	rCAG RNA binder = 5	NPR1 activator = -12	NPR2 activator = 3	ASAP1 inh = -1	sPLA2-III inh = -18	KLK7 zymogen act = 0.2	DDE Tn6 FP inh = 5	ARFGAP1 inh = -3
COc1ccc(C(=O)Nc2cc(C)nn2-c2nc3ccccc3[nH]2)c(OC)c1
  FXN GAA850 act = 0.3	ADAM10 inh = 2	rCAG RNA binder = 12	NPR1 activator = 14	NPR2 activator = 2	ASAP1 inh = -8	sPLA2-III inh = -3	KLK7 zymogen act = -2.2	DDE Tn6 FP inh = -5	ARFGAP1 inh = 2
CCCCOc1ccc(S(=O)(=O)NC(=O)C2(C)CCN2C(=O)c2c(C)noc2C)cc1 (configuration not stated)
  FXN GAA850 act = 0.2	ADAM10 inh = 4	rCAG RNA binder = 9	NPR1 activator = 4	NPR2 activator = 0	ASAP1 inh = -11	sPLA2-III inh = -3	KLK7 zymogen act = -0.4	DDE Tn6 FP inh = 3	ARFGAP1 inh = 4
Cc1ccsc1/C=N/NC(=O)c1nnn(-c2nonc2N)c1CSc1ccccc1
  FXN GAA850 act = 0.4	ADAM10 inh = -5	rCAG RNA binder = 1	NPR1 activator = -4	NPR2 activator = -8	ASAP1 inh = 4	sPLA2-III inh = -3	KLK7 zymogen act = 0.1	DDE Tn6 FP inh = -3	ARFGAP1 inh = 2

Next part.
SMILES	FXN GAA850 act	ADAM10 inh	rCAG RNA binder	NPR1 activator	NPR2 activator	ASAP1 inh	sPLA2-III inh	KLK7 zymogen act	DDE Tn6 FP inh	ARFGAP1 inh
Nc1ccc2nc(-c3ccccc3)sc2c1	-4.1	i	6	19	-4	4	9	63*	-4	7
COC(=O)CSc1nnc(CCc2nc3ccccc3[nH]2)n1C	-0.4	-4	-1	5	1	7	3	0.2	3	9
Cc1nc(C)c(C(=O)NNS(=O)(=O)c2ccccc2)s1	1.4	-2	-2	-1	-1	-4	2	-0.2	4	-10
O=c1c2ccccc2ncn1-c1ccccc1F	2.5	3	-1	2	2	-3	-2	-0.1	2	-1
COc1ccc(C(C(O)C(=O)c2c[nH]c3ccccc23)N2CCN(c3ccccc3)CC2)cc1 (configuration not stated)	1.8	11	2	-3	-8	7	-34	0.4	6	0
CCOC(=O)C(=O)Nc1cc(C)nn1-c1nc2ccccc2[nH]1	1.7	3	4	-15	-4	7	14	-0.8	-15	9
Nc1ccccc1SC1CC(=O)N(c2ccccc2Cl)C1=O (configuration not stated)	1.0	6	5	-2	2	-4	0	0.3	7	3
Nn1c(SCC(=O)NC2CCCc3ccccc32)nnc1-c1cccs1 (configuration not stated)	0.1	0	1	0	-6	10	4	0.5	2	-4
Cn1c(-c2ccc(F)cc2)cc2onc(-c3ccccc3Cl)c2c1=O	3.3	-1	-4	-2	4	10	0	-0.1	5	1
O=C(NC1CCCCC1)c1ccc(S(=O)(=O)NCc2ccco2)cc1	-1.8	6	1	0	6	1	-4	0.0	1	9
CCOCCCn1c(SCC(=O)NC2CCCCC2)nc2ccccc2c1=O	-0.2	-10	1	-2	3	-14	7	0.4	-3	7
CC1=NN(C(=O)c2ccccc2)C(O)(c2ccc(Br)cc2)C1 (configuration not stated)	2.5	-2	2	-3	-5	-9	-18	0.3	3	3
Cc1ccc(-n2c(N)c(C#N)c(-c3ccccc3)c(C#N)c2=O)cc1	0.1	-1	5	0	-1	4	15	-3.3	-4	7
CC[C@]12c3[nH]c4ccccc4c3CCN1C(=O)C(CC(=O)NCc1cccc(C(F)(F)F)c1)C[C@@H]2C(=O)N1CCN(C(=O)c2ccco2)CC1 (some centres not stated)	-5.6	13	4	1	-3	-13	-19	0.7	-2	5
CN(CC1CCN(CCc2cccc(C(F)(F)F)c2)CC1)C(=O)c1ccc(F)cc1	-0.3	0	-10	0	0	5	-20	-0.1	8	-1
Cc1ccc(N(CC(=O)NCC2CCCO2)S(C)(=O)=O)cc1Cl (configuration not stated)	0.0	-8	-2	-4	1	15	4	0.2	4	4
CC(=O)Nc1ccc(N2C(=O)CSC2c2cccc([N+](=O)[O-])c2)cc1 (configuration not stated)	1.9	-3	-3	-2	4	3	-2	-0.4	8	-3
O=C(Nc1nnc(CCN2CCCCC2)s1)c1ccccc1	2.2	-5	-4	-1	-4	-6	3	0.4	-1	-1
CCC1=NN2C(=N)/C(=C\c3ccc(SCc4ccco4)o3)C(=O)N=C2S1	-2.1	-19	65*	-3	3	5	-9	-0.3	-3	12
COc1ccc(NC(=O)c2ccc3c(c2)C(=O)N(CC2CCCO2)C3=O)c(OC)c1 (configuration not stated)	4.1	-3	0	0	-1	1	3	0.3	-5	-3
O=C(COC(=O)C12CC3CC(CC(O)(C3)C1)C2)Nc1ccccc1OC(F)F	-2.5	-6	10	-1	-3	-7	-4	0.5	1	1
COc1ccccc1C(=O)CSc1nnc(-c2ccccn2)n1-c1ccccc1	·	-2	5	-2	-3	·	-17	0.1	6	·
O=C(NCC(c1ccco1)N1CCN(c2ccccc2)CC1)c1ccc2c(c1)OCO2 (configuration not stated)	3.0	5	0	0	2	2	-7	-0.1	2	0
Cc1ccc(CNC(=O)CSc2ncccn2)cc1	2.3	-5	-3	2	2	-6	4	0.2	5	1
O=C(c1ccccc1F)N1CCCC(N2CCN(Cc3ccc4c(c3)OCO4)CC2)C1 (configuration not stated)	-0.3	-14	-1	6	2	-6	8	-0.5	-11	2
COc1ccc(/C(O)=C2/C(=O)C(=O)N(c3ccccn3)C2c2ccc(OC)c(OC)c2)cc1 (configuration not stated)	0.4	5	4	-2	-2	13	-14	0.7	-4	-3
O=C1OC(CC(=O)N(Cc2nnc(-c3ccccc3Cl)o2)C2CC2)c2ccccc21 (configuration not stated)	-0.5	-5	3	-1	2	-10	8	0.2	3	7
COc1cccc(NC(=O)C(c2ccccc2)N2CCCCC2)c1 (configuration not stated)	-2.2	0	-6	-35	-15	-3	-8	-0.5	-7	-4
CN(CC(=O)Nc1ccc(Cl)c(C(F)(F)F)c1)C(=O)c1ccc(S(=O)(=O)N2CCOCC2)cc1	0.0	-3	3	-6	-1	1	-24	0.1	7	-9
Cc1nnc(NC(=O)c2c(F)cccc2F)s1	-2.1	-7	1	3	5	-4	14	-0.4	1	5
Cc1ccc(NC(=O)c2ccc(-n3cccn3)nc2)cc1	1.5	2	-2	0	3	2	1	-0.6	-4	-9
O=C(COc1ccc2ccc(=O)oc2c1)NCCN1CCOCC1	1.5	-93	0	3	1	1	18	1.6	-3	3

Screening results as filed in PubChem BioAssay.
